TEAD-YAP block = TEAD-YAP interaction inhibition | hit rate 1.4% among 640,000 | HEK-TIYL cells, TEAD-Gal4/YAP UAS-luciferase luminescence | inhibition, % at 9.12 µM | AID 1259422; in the data active = inhibition above about 32%;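 note: 0% = median of test compound wells and 100% = reference inhibitor wells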
MITF primary = inhibitors of human MITF | inhibition, % at 2.6 µM | hit rate 0.91% among 650,000 | O75030 | AID 1259374 | AlphaScreen MITF homodimerization, bead proximity signal; in the data active = inhibition above about 50%;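 note: 0% = vehicle wells with protein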
Target sequence (O75030 whole entry, looked up): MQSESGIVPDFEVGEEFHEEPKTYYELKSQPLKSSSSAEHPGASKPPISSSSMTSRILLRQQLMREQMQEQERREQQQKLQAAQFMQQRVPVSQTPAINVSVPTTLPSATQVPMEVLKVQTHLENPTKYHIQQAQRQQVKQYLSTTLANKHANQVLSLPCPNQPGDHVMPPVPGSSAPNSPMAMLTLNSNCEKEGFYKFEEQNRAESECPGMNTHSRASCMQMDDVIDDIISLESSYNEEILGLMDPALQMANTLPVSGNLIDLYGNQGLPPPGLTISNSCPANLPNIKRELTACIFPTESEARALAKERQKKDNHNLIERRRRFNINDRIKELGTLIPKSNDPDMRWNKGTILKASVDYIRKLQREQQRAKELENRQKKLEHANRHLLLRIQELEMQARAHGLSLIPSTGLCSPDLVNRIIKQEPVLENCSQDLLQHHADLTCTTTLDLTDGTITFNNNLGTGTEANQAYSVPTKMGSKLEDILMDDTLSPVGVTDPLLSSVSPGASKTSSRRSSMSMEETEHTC
FBW7 activator = human FBW7 E3 ligase activation, primary screen; Q969H0; hit rate 0.13% among 650,000; AID 1259310; normalized activity (activation), % at 26.1 µM; AlphaScreen FBW7–phospho-cyclin E peptide binding, activator screen; in the data active = normalized activity above about 1.9%;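 note: purified mutant Fbw7 with reduced substrate affinity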
GPR151 ag = activators of human GPR151; Q8TDV0; PathHunter beta-arrestin GPR151 cells, luminescence; activation, % at 11.2 µM; hit rate 1% among 650,000; in the data active = activation above about 4.9%;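 note: 0% = median of compound wells and 100% = cells with positive control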
Target sequence (Q8TDV0 whole entry, looked up): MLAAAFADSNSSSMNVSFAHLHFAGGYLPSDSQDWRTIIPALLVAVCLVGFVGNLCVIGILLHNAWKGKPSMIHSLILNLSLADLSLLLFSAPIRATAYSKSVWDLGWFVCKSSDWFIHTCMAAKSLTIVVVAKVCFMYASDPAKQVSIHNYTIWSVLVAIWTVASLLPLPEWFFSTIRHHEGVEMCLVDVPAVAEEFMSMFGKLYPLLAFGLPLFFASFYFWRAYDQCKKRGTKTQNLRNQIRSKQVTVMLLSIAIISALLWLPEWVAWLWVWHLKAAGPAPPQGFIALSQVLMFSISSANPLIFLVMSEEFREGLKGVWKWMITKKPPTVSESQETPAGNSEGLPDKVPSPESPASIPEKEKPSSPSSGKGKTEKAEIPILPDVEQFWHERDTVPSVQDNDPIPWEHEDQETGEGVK
The depositor's hits bear a star.

nr	SMILES	TEAD-YAP block	MITF primary	FBW7 activator	GPR151 ag
1	CCOP1(=O)COc2ccccc2OC1	-2	3	-0.1	0.1
2	C=CC[C@H]1CC(C)=C[C@H](CC=C)N1Cc1nc(-c2ccccn2)no1	6	4	-0.2	1.2
3	COC(=O)C1CCN(Cc2ccc3c(c2)CN(C(=O)c2sc(C)nc2C)CCO3)CC1	-1	-4	-0.2	0.7
4	Cc1ccc(S(=O)(=O)N(Cc2ccccc2)c2ccccc2C(=O)NCCSc2nc3ccccc3s2)cc1	-2	2	-0.1	-1.1
5	COc1ccc(-c2ccc(/C=C3\C(=N)N4N=CSC4=NC3=O)o2)c([N+](=O)[O-])c1	-17	9	1.3	-1.2
6	CCc1ccc2oc(-c3ccc(NC(=O)COc4cc(C)cc(C)c4)cc3)nc2c1	1	-11	-0.1	4.6
7	CCN(CC)S(=O)(=O)c1ccc(C(=O)Nc2nnc(-c3ccco3)o2)cc1	0	20	0.0	2.5
8	NC(=O)c1ccc(-n2nnnc2SCc2ccc(Cl)cc2)cc1	4	2	0.0	0.7
9	CCCCOC(=O)N1CCOCCOCCOCCOCC1	-2	18	0.1	-0.9
10	Cc1ccc(N2COc3ccc4cc(Br)ccc4c3C2)cc1	14	-4	0.1	0.0
11	N#Cc1c(/N=c2\oc3ccc(Br)cc3cc2C(=O)Nc2ccc(F)cc2)sc2c1CCCC2	-7	12	0.4	0.8
12	O=C(Nc1cccc(C(F)(F)F)c1)c1cccnc1	14	-4	-0.1	2.1
13	c1ccc(CN=C2NC(=NCc3ccccc3)c3ccccc32)cc1	0	4	-0.1	-0.6
14	CSc1ccc(-c2nocc2C#N)cc1	6	-8	0.1	0.3
15	Cc1cccc(C)c1NC(=O)C(=O)NCc1ccco1	-3	-3	-0.1	2.2
16	Cc1ccc(-c2nc3n(c2CNC(=O)c2ccccc2C)CCS3)cc1	0	5	0.3	-0.9
17	O=C(O)CC1(CC(=O)NCc2ccccn2)CCCCC1	-1	3	-0.3	4.6
18	COC(=O)c1ccccc1NC(=O)c1ccc(N2CCCCC2)c([N+](=O)[O-])c1	0	2	0.0	1.5
19	O=C(CSc1ncnc2c1nnn2Cc1ccc(Cl)cc1)NCc1ccco1	15	14	0.0	2.3
20	Cc1cccc(C)c1NC(=O)/C=C/c1ccc2c(c1)OCO2	-4	13	0.1	-0.6
21	Cc1ccc(Cl)cc1N1CCN(C(=O)Cn2c(-c3cnccn3)nc3ccccc32)CC1	12	8	0.0	3.4
22	Cc1ccc(S(=O)(=O)c2cnc3ccccc3c2N2CCC(C(N)=O)CC2)cc1C	-2	-2	-0.1	-0.1
23	c1ccc2c(c1)nnn2CNC1CCCCC1	1	-4	-0.1	0.9
24	COCCn1c(CCC(=O)NC2CCCCCC2)nc2cccnc21	9	11	0.3	0.1
25	Clc1ccccc1-c1ccc(OCCN2CCOCC2)nc1	-63	11	-0.1	-0.5
26	Cc1cccc(-c2nccc(NCCc3ccccn3)n2)c1	-59	12	-0.1	-2.3
27	CCC(C)(C(=O)NC1CCCC1)N(CC1CCCO1)C(=O)c1ccccn1 (stereo not drawn)	1	8	0.0	-0.4
28	O=C(Nc1cccc([N+](=O)[O-])c1)c1cn(-c2ccccc2)nc1-c1ccncc1	-6	-5	0.5	-2.4
29	O=C(Nc1ccc(Oc2ccccc2)cc1)c1cncc(-c2csc3ccccc23)c1	-6	10	0.0	4.0
30	C=C(C)Cn1c(N(C)C)nc2c1c(=O)[nH]c(=O)n2C	8	6	0.1	0.2

Entries 6 through 8 from above:
nr	SMILES	TEAD-YAP block	MITF primary	FBW7 activator	GPR151 ag
6	CCc1ccc2oc(-c3ccc(NC(=O)COc4cc(C)cc(C)c4)cc3)nc2c1	1	-11	-0.1	4.6
7	CCN(CC)S(=O)(=O)c1ccc(C(=O)Nc2nnc(-c3ccco3)o2)cc1	0	20	0.0	2.5
8	NC(=O)c1ccc(-n2nnnc2SCc2ccc(Cl)cc2)cc1	4	2	0.0	0.7

Next section
nr	SMILES	TEAD-YAP block	MITF primary	FBW7 activator	GPR151 ag
31	Nc1ccc(-c2cnn3c(NCc4cccs4)ccnc23)cc1	71*	-12	-0.8	-0.4
32	COc1ccc(C)cc1NC(=O)Cn1c(=O)oc2cc(Cl)ccc21	3	0	-0.1	-0.6
33	Cn1cnc2cc(NC(=O)c3ccccc3)ccc21	-44	-11	-0.2	-0.8
34	CC(=O)COC(=O)c1cccc(N2C(=O)C3C4C=CC(C4)C3C2=O)c1 (stereo not drawn)	-3	-20	0.2	0.1
35	CCCCNC(=O)Cc1csc2nc(-c3ccc(OCC)cc3)cn12	-39	4	0.1	-0.8
36	Cc1cc(NC(=S)N(CCCN2CCC(C)CC2)Cc2cccs2)ccc1Cl	-1	-16	-0.1	-1.4
37	O=C(O)c1cccnc1N1CCN(c2ccc([N+](=O)[O-])cc2)CC1	-7	-7	-0.1	0.1
38	CCC(CC)C(=O)Nc1ccc(S(=O)(=O)Nc2ncccn2)cc1	-5	-6	0.0	-0.1
39	COCCNC(=O)/C(C#N)=C/c1cn(CC(=O)NCC2CCCO2)c2ccccc12 (stereo not drawn)	8	0	0.2	1.4
40	Cc1nc(Oc2ccccc2)cc(N2CCN(S(=O)(=O)c3ccc(Cl)cc3)CC2)n1	-8	13	0.2	0.5
41	C[C@@H](C(=O)NNc1c(Cl)cc(Cl)cc1Cl)N1C(=O)C2CC=CCC2C1=O (stereo partly drawn)	13	-6	-0.1	2.0
42	Cc1ccc(C(=O)NNC(=O)C(C)Oc2ccc(Cl)cc2C)cc1 (stereo not drawn)	6	-1	0.4	-1.2
43	COc1ccc(CNC(=O)NCC(c2ccsc2)N2CCCC2)cc1OC (stereo not drawn)	9	-6	0.0	1.1
44	COc1cccc(NC(=O)CSc2nc3nc(C)c(Cc4ccc(F)cc4Cl)c(C)n3n2)c1	3	8	-0.2	1.6
45	Cc1ccc(C(=O)OCC(=O)Nc2ccc(C(N)=O)cc2)cc1NC(=O)c1ccco1	-7	0	-0.2	0.6
46	Cc1cccc(Cc2cnc(NC(=O)c3ccc(C)o3)s2)c1	-41	9	-0.2	0.0
47	Cc1onc(-c2ccccc2Cl)c1C(=O)NNC(=O)c1ccccc1I	-1	2	0.1	0.9
48	CCNC(=S)NNC(=S)Nc1ccccc1Cl	-61	-13	-0.2	-6.1
49	COc1ccc(C(=O)CCC(=O)NC2=NCCS2)cc1	9	1	0.1	-0.5
50	CCCCN(CC)S(=O)(=O)c1ccc(C(=O)Nc2sc3c(c2-c2nc4ccccc4s2)CCN(C(C)C)C3)cc1	-17	-21	0.4	-1.1
51	COC(=O)c1cc(Cl)c(NC(=O)c2ccccc2CCc2ccccc2)cc1OC	-8	-8	-0.2	0.9
52	Cc1sc2ncn3c(SCC(=O)NCc4cccs4)nnc3c2c1C	11	10	0.4	1.4
53	CC1(C)Oc2ccc(C(=O)NC3CC3)cc2N(CC(=O)NC2CCCC2)C1=O	-6	-12	0.0	1.5
54	COc1ccc(CCNc2ncnc3nc(-c4ccc(N5CCOCC5)nc4)[nH]c23)cc1	-27	11	0.6	1.5
55	c1cc(-n2cnc3c(NC4CC4)nc(N4CCN(Cc5ccc6c(c5)OCO6)CC4)nc32)cs1	37*	-2	-0.1	-0.5
56	CC1=C(C(=O)OCc2ccc(C)cc2)C(c2ccccc2F)NC(=O)N1 (stereo not drawn)	3	-7	0.1	-0.9
57	COc1ccc(NC(=O)C/C(C)=N/NC(=O)c2ccccn2)c(OC)c1	-24	-3	-0.5	-0.2
58	CCC(c1nnnn1CCOC)N1CCC(C(N)=O)CC1 (stereo not drawn)	-12	3	0.0	-1.0
59	O=C1N[C@H](CO)C(=O)N2CCN(C(=O)NCc3ccccc3)C[C@H]12	2	81*	-0.1	-0.5
60	COc1ccc(-n2nc(C(=O)Nc3nc4ccc(OC)cc4s3)c3ccccc3c2=O)c(OC)c1	-3	-1	0.0	-0.5
61	CC1CC(C)CN(S(=O)(=O)c2ccc(/C(O)=C(\C#N)c3nc4ccccc4n3C)cc2)C1 (stereo not drawn)	-2	-3	-0.1	-0.8
62	COc1ccccc1NC(=O)CSc1nnc(C2CCCCC2)o1	-15	2	0.2	0.5
63	CCOC(=O)C1C(=O)C=C(c2ccco2)CC1c1cccc([N+](=O)[O-])c1 (stereo not drawn)	-7	-14	0.1	-0.2
64	Cc1nc2cc3ccccc3cc2c(=O)[nH]1	-9	7	-0.1	-5.6
65	Cc1nc2nc(NCc3ccccc3Cl)[nH]n2c(=O)c1C	5	7	0.0	0.1
66	CCN1C(=O)/C(=C/c2cn(CC(=O)NCCCOC)c3ccccc23)C(=O)NC1=S	1	-1	-0.1	4.1
67	CCCNC(=O)Cn1cc(OC)c(=O)cc1CN1CCN(C(=O)c2ccco2)CC1	3	-2	0.0	-0.4
68	CN(CCOC(=O)c1ccccc1)Cc1ccccc1	6	5	0.0	-1.3
69	O=C(Nc1ccc(S(=O)(=O)Nc2nccs2)cc1)c1cccc(F)c1	5	8	0.4	0.0
70	COc1ccc(OCC(=O)Nc2ccncc2)cc1	12	-2	0.0	1.5
71	NC(=O)c1ccc[n+](CC(=O)c2cccc([N+](=O)[O-])c2)c1	7	8	0.0	1.0
72	CCOC(=O)c1c(C)oc2ccc(N(C(=O)c3ccncc3)S(=O)(=O)c3ccccc3)cc12	8	7	0.2	0.9
73	COc1cccc(NC(=S)N/N=C/c2ccc(N3CCOCC3)cc2)c1	-29	6	-0.1	-0.2
74	CC1Cc2ccccc2N1C(=O)COC(=O)c1ccc(Cl)cc1N (stereo not drawn)	2	-15	0.0	1.4
75	Nc1c(C(=O)Nc2ccc(Br)cc2)sc(=S)n1-c1ccccc1	-26	0	0.0	-0.3
76	CCN(CC)C(=O)C(NC(=O)c1ccc(C)cc1)C12CC3CC(CC(C3)C1)C2 (stereo not drawn)	-2	3	-0.1	0.6
77	CCN(CC)C(=O)CCS(=O)(=O)c1cccc2nsnc12	11	21	0.0	-0.3
78	CCCCCCc1ccc(-c2ccc(CC)cc2)nc1	11	11	-0.1	-1.0
79	COc1ccc(NC(=O)CSc2nc3c(cc2C#N)C(=O)CC(C)(C)C3)c(OC)c1	16	10	0.1	-1.2
80	O=C1c2ccccc2C(=O)N1CCc1c[nH]c2ccc(O)cc12	-18	5	-0.1	1.1
81	O=C(Nc1ccc(F)c(Cl)c1)C1CCCN(S(=O)(=O)c2cnc[nH]2)C1 (stereo not drawn)	8	11	1.2	0.7
82	COc1ccccc1NC(=O)c1sc2ncn(CC(=O)N3CCCCC3)c(=O)c2c1C	-3	2	-0.2	-0.2
83	COc1ccc(C2Nc3ccccc3C(=O)N2Cc2ccco2)cc1COc1ccc(F)cc1 (stereo not drawn)	-10	6	-0.1	-0.2
84	O=C(Nc1nc(-c2ccc3ccccc3c2)cs1)c1ccc(S(=O)(=O)N2CCCCC2)cc1	-2	6	0.1	1.6
85	Cc1ccc(Cl)cc1NC(=O)/C(=C/c1ccc([N+](=O)[O-])cc1)NC(=O)c1ccc(C(C)(C)C)cc1	5	-10	-0.4	1.8
86	COC(=O)C1=C(C)NC(C)=C(C(=O)OC)C1c1sccc1C	-10	11	0.9	2.0
87	O=C(Cn1c(=O)oc2cc(S(=O)(=O)N3CCCCCC3)ccc21)N1CCCCCC1	4	3	0.0	-0.3
88	CN(C)CCCNS(=O)(=O)c1ccc2c(c1)OCCO2	-4	63*	0.4	-1.7
89	Cc1nc(NCc2ccncc2)sc1-c1ccn(-c2ccc(F)cc2)n1	13	4	-0.1	-1.2
90	Cc1cc(Br)c2c(c1)C(=O)C(=O)N2	9	-11	0.0	-0.2
91	C/C=C(\C)C(=O)NCC1Cc2cccc(-c3ccc(S(C)(=O)=O)cc3)c2O1 (stereo not drawn)	12	16	0.9	0.2
92	Cc1cccc(N2CCN(C(=O)CN3C(=S)NC(C)(C)CC3C)CC2C)c1 (stereo not drawn)	-6	7	-0.1	2.6

Sorted by heavy-atom count (high to low): 5 of the compounds above.
nr	SMILES	TEAD-YAP block	MITF primary	FBW7 activator	GPR151 ag
53	CC1(C)Oc2ccc(C(=O)NC3CC3)cc2N(CC(=O)NC2CCCC2)C1=O	-6	-12	0.0	1.5
2	C=CC[C@H]1CC(C)=C[C@H](CC=C)N1Cc1nc(-c2ccccn2)no1	6	4	-0.2	1.2
9	CCCCOC(=O)N1CCOCCOCCOCCOCC1	-2	18	0.1	-0.9
15	Cc1cccc(C)c1NC(=O)C(=O)NCc1ccco1	-3	-3	-0.1	2.2
90	Cc1cc(Br)c2c(c1)C(=O)C(=O)N2	9	-11	0.0	-0.2
